# ASK1 primary = ASK1 kinase inhibitors, primary screen, biochemical, AlphaScreen; hit rate 0.99% among 22,000; Mitogen-activated protein kinase kinase kinase 5 (Homo sapiens), Q99683; AlphaScreen MKK6 phosphorylation by ASK1, luminescence; inhibition, % at 7.44 µM; in the data active means inhibition above about 35%;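 further: 0% = median of compound wells and 100% = no enzyme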
# ULK1 primary = ULK1 kinase inhibitors, primary screen, biochemical, AlphaScreen. Serine/threonine-protein kinase ULK1 (Homo sapiens), O75385. inhibition, % at 5.96 µM. AlphaScreen Atg13 phosphorylation by ULK1, luminescence. hit rate 1.9% among 30,000; in the data active means inhibition above about 43%;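 further: 0% = median of compound wells and 100% = no enzyme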
# Target sequence (O75385 whole entry, looked up): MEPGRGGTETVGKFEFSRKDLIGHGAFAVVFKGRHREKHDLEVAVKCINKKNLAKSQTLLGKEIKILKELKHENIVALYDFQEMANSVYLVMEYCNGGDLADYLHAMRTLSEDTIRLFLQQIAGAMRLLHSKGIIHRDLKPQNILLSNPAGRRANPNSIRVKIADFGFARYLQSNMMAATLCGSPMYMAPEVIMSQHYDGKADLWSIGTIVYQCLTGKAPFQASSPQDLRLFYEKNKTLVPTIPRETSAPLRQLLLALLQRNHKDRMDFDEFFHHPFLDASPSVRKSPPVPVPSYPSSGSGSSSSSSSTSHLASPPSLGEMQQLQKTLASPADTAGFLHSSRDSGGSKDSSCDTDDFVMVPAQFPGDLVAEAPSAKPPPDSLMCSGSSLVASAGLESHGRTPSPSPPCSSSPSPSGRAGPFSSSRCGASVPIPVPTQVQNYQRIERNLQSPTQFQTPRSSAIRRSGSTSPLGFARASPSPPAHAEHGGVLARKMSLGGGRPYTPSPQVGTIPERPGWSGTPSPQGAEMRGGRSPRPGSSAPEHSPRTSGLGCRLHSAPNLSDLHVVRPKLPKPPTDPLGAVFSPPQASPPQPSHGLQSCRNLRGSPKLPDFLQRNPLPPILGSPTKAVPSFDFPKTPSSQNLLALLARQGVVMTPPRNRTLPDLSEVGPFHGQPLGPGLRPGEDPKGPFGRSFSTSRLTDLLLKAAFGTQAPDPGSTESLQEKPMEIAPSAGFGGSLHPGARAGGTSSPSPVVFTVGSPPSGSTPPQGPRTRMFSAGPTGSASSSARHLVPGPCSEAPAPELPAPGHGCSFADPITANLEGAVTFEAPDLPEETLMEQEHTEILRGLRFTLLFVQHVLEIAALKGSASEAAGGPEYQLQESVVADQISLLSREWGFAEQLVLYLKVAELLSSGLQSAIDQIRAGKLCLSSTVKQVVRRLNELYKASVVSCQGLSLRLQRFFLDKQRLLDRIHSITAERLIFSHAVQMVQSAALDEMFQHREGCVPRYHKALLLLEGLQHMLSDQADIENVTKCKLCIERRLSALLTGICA
# * marks the source's active call; other numbers are inactive results; x = not tested or not shown; & = joins results of further samples.
SMILES,ASK1 primary,ULK1 primary
CN1CCN(C(=O)c2ccc(-c3ncc(C(=O)NCc4nc5ccccc5[nH]4)s3)cc2)CC1,-14.2,3.0
O=C1CCCN1CCCNc1nc(Nc2ccccc2)c2ncn(C3CCCCC3)c2n1,20.9,-19.4
c1cnc2ccc(Nc3cc(Nc4ccc5c(c4)OCO5)ncn3)cc2c1,-24.1,-298.2
COc1ccc(-c2cncc(C(N)=O)c2)cn1,12.5,7.1
CNC1(C)C2CCC(C2)C1(C)C (stereo unspecified),x,-5.8
C=CCc1cccc2cc(C(=O)Nc3cccc(O)c3)c(=O)oc12,x,-18.9
CN1CCN(CCNC(=O)c2ccnc(-n3ncc4cc(Nc5cccc(F)c5)ccc43)c2)CC1,-4.0,-28.4
COc1cc2nc(Oc3ccccc3)nc(Nc3ccccc3)c2cc1OC,-20.9,-29.6
NCCCCCC(O)(P(=O)(O)O)P(=O)(O)O,x,-9.0
CC(C)n1cnc2c(NCCCN3CCCC3=O)nc(Nc3ccc4ncccc4c3)nc21,-0.5,13.4
O=C(Nc1ccc(-c2cn[nH]c2)cc1OCCCO)[C@@H]1COc2ccccc2O1,10.8,-17.2
Cc1nc2ncccc2c(=O)n1-c1cccc(NC(=O)C2CCCC2)c1,x,3.9
COc1ccc(-c2cncc3ccc(C(=O)NCc4ccccc4)nc23)cc1,x,25.7
O=C(NC1CCN(Cc2ccccc2)CC1)c1cccc(Nc2ccncn2)c1,-10.8,-3.5
CC(C)=NNC(=O)CNS(=O)(=O)c1ccc(C)cc1,x,-11.8
C[C@@H](c1ncncc1F)[C@](O)(Cn1cncn1)c1ccc(F)cc1F,x,-2.7
O=C(NCc1nc2ccccc2[nH]1)c1ccc(-c2ccc(N3CCOCC3)nc2)s1,-24.4,15.2
COc1cc(Nc2nc(Nc3ccc(N4CCOCC4)cc3)c3ncn(CCN4CCCC4=O)c3n2)cc(OC)c1OC,8.5,8.9
O=C(c1ccc2[nH]ncc2c1)N1CCN(C(=O)C(O)c2ccc(Br)cc2)CC1 (stereo unspecified),-9.4,0.1
Cn1nccc1Nc1nc(NCCN2CCOCC2)c2[nH]cnc2n1,-7.1,-4.4
Cc1ccc(CNS(=O)(=O)c2ccc3c(c2)OCCCO3)cc1,x,-0.8
COc1ccc(CCNC(=O)c2cccc(N3CCOCC3)c2)cc1,0.2,1.2
COc1cc2nc(Nc3ccc(C(F)(F)F)cc3)nc(NCCN3CCOCC3)c2cc1OC,-5.6,-7.9
CC(=O)Nc1ccc(Nc2nc(Nc3ccc(N4CCOCC4)cc3)nc3c2ncn3Cc2ccc(C(F)(F)F)cc2)cc1,32.4,-26.2

# Arranged by heavy-atom count (low to high): part of the list above.
SMILES,ASK1 primary,ULK1 primary
Cn1nccc1Nc1nc(NCCN2CCOCC2)c2[nH]cnc2n1,-7.1,-4.4
COc1ccc(-c2cncc3ccc(C(=O)NCc4ccccc4)nc23)cc1,x,25.7
CC(=O)Nc1ccc(Nc2nc(Nc3ccc(N4CCOCC4)cc3)nc3c2ncn3Cc2ccc(C(F)(F)F)cc2)cc1,32.4,-26.2

# Remaining list, next part.
SMILES,ASK1 primary,ULK1 primary
Cc1cc(C)cc(NC(=O)COc2cccc3c2OC(C)(C)C3)c1,x,1.7
COc1cc2nc(-c3ccc(C(N)=O)cc3)nc(NCc3cccc(C(F)(F)F)c3)c2cc1OC,-0.8,-13.9
c1ccc(CN2CCC(Nc3ccnc(Nc4ccc(-n5ccnc5)cc4)n3)CC2)cc1,-8.2,4.3
c1ccc(Nc2nc(Nc3ccccn3)nc3c2ncn3-c2ccsc2)cc1,-9.4,8.5
CN1CCN(c2cc(-c3ccccn3)nc(-c3ccccn3)n2)CC1,x,-8.0
CCCNc1nc(Nc2ncccn2)nc2c1ncn2C(C)C,5.4,3.1
Cc1cccc(CC(=O)Nc2cnn(-c3cccc(C(=O)Nc4ccc5c(c4)OCO5)c3)c2)c1,8.4,-22.3
COc1cccc(CNC(=O)Nc2ccc(-c3cn[nH]c3)cc2Cl)c1,8.0,-5.1
CN1CCN(c2ccc(-c3cccc(C(=O)NCc4nc5ccccc5[nH]4)c3)cc2)CC1,-5.3,-0.9
NC(=O)C1CCN(c2ccc3cccc(OCc4ccc(Cl)cc4)c3n2)CC1,x,7.5
COCCNc1cc(-c2ccccn2)nc(-c2cccnc2)n1,x,3.5
NC(=O)C1c2ccccc2CCc2ccccc21,x,1.3
FC(F)(F)c1ccc(Cn2cnc3c(NCc4ccccc4)nc(NCc4cccnc4)nc32)cc1,26.8,-0.7
Cc1ncn(-c2ccc(Nc3cc(-c4ocnc4-c4cnn(C)c4)ccn3)cc2)n1,2.1,-3.5
O=C(Nc1ccc(N2CCOCC2)cc1)c1ccnc(NCc2cccnc2)c1,-12.2,24.9
O=C(NCc1nc2ccccc2[nH]1)c1ccnc(-c2ccc(C(=O)NC3CC3)cc2)c1,15.4,20.0
COCc1nnc(NC(=O)C(C)Oc2ccccc2)s1 (stereo unspecified),x,7.2
COc1ccc2c(c1)CC(c1nc3c(OCCCO)cc(-c4ccnc(N)n4)cc3[nH]1)CO2 (stereo unspecified),3.7,-22.1
COc1ccc(CCNc2nc(Nc3ncccn3)nc3c2ncn3C(C)C)cc1,-15.6,-6.8
COc1nc(NCc2ccccc2)nc(Nc2cccnc2)n1,-11.6,-18.2
CCCc1cc(=O)[nH]c(-n2nc(C)cc2NC(=O)c2cccc(Cl)c2)n1,x,7.2
CCCNc1nc(-c2c(C)noc2C)nc2c1ncn2C1CCCCC1,-8.6,-7.1
O=C(N/N=C/c1ccc([N+](=O)[O-])o1)C(O)(c1ccccc1)c1ccccc1,x,6.1
CN(C)c1cccc(Nc2nc(N)c3ncn(-c4ccsc4)c3n2)c1,6.5,11.1

# Full records, looked up by structure.
# FC(F)(F)c1ccc(Cn2cnc3c(NCc4ccccc4)nc(NCc4cccnc4)nc32)cc1 reads ASK1 primary: 26.8; ULK1 primary: -0.7
# CN(C)c1cccc(Nc2nc(N)c3ncn(-c4ccsc4)c3n2)c1 reads ASK1 primary: 6.5; ULK1 primary: 11.1

# (further entries)
SMILES,ASK1 primary,ULK1 primary
c1ccc(OCCNc2nc(N3CCC(N4CCOCC4)CC3)nc3nc[nH]c23)cc1,-3.9,-5.0
COc1ccc(Nc2nc(NCCCN3CCOCC3)c3ncn(C(C)C)c3n2)cn1,-12.4,7.1
COc1ccc(-c2cc(C(=O)Nc3ccc(N4CCOCC4)cc3)ccn2)cn1,-1.8,-8.2
Cc1nccn1C(=O)c1ccccc1C(=O)O,x,-4.7
COc1ccc(CCNc2nc(Nc3cccc(N(C)C)c3)ncc2C)cc1,19.2,-0.8
Nc1ccnc(NCc2ccc3c(c2)OCO3)n1,13.2,-3.3
CC(C)n1cnc2c(Nc3ccc4c(c3)OCO4)nc(Nc3nccc4ccccc34)nc21,9.8,24.9
COc1ccc(CCNc2nc(Nc3ccccc3)nc3c2ncn3CCN2CCCC2=O)cc1,-1.2,-9.4
COc1ccc(CCNc2ccnc(-c3cccc(C(C)=O)c3)n2)cc1,-1.7,-9.7
CC(C)n1cnc2c(NCc3cccnc3)nc(Nc3ccc(-n4ccnc4)cc3)nc21,13.5,5.4
CCNc1cc(C)nc(N2CCN(C(=O)c3c(F)cccc3Cl)CC2)n1,x,1.6
Cc1nc(NCCN(C)C)cc(-c2cncc(-c3ccc(F)cc3)c2)n1,x,-1.1
COc1ccc(-c2cccc3cnc(NC4CCC(C(=O)N5CCCC5)CC4)nc23)cc1F (stereo unspecified),-10.0&-27.0,-7.1&-20.2
CC[C@@]1([C@@H]2O[C@@H]([C@H]3O[C@@](O)(CO)[C@H](C)C[C@@H]3C)C[C@@H]2C)CC[C@H]([C@]2(C)CC[C@]3(C[C@H](O)[C@@H](C)[C@@H]([C@@H](C)[C@@H](OC)[C@H](C)C(=O)O)O3)O2)O1,x,7.4
c1ccc(Nc2nc(NC3CC3)c3[nH]cnc3n2)cc1,-1.7,42.3
O=C1C(CCS(=O)c2ccccc2)C(=O)N(c2ccccc2)N1c1ccccc1 (stereo unspecified),x,20.9
c1ccc(CNc2ccnc(Nc3ccc(-n4ccnc4)cc3)n2)cc1,-1.3,-4.0
O=C(NCc1cccnc1)c1csc(Oc2ccccc2)n1,-14.3,13.2
Cc1nn(C)c(C)c1-c1nc2c(NCCO)ncnc2n1C(C)C,-6.9,5.3
Cc1cnc(-c2ccc(C(=O)N3CCN(C)CC3)cc2)nc1NC1CCN(Cc2ccccc2)CC1,-3.8,-0.4
Nc1nc(NCCc2ccc(O)cc2)cc(Nc2ccc(N3CCOCC3)cc2)n1,21.8,-8.6
CC(=O)c1cccc(-c2nc3ncnc(NC4CCN(Cc5ccccc5)CC4)c3[nH]2)c1,-9.3,7.2
CCCNC(=O)c1cncc(-c2csc3ccccc23)c1,-18.9,7.3
O=C(Nc1ccccc1)c1csc(-c2ccccc2)n1,-6.1,-4.7
O=C(NCCOc1ccccc1)c1cccc(Nc2ccc(N3CCOCC3)cc2)n1,22.4,-1.2
Cc1[nH]ncc1-c1ccc(NC(=O)OCc2ccccc2)c(C(=O)N(C)C)c1,0.5,18.6
COc1ccc2nc(C3COc4ccccc4O3)nc(Nc3cn[nH]c3)c2c1 (stereo unspecified),-12.9,-22.2
COc1ccc2c(c1)C[C@H](C(=O)Nc1ccc(-c3cn[nH]c3C)cc1OCCN(C)C)NC2,2.5,6.7
COc1ccc(-c2nc(NCCCN3CCCC3=O)nc(OC)n2)cn1,3.2,-0.6
O=C(c1cc2ccccc2o1)N1CCN(Cc2ccccc2)CC1,x,4.3
OCCNc1ccnc(N2CCN(Cc3ccc4c(c3)OCO4)CC2)n1,-11.5,-12.9
O=C1CCCN1CCCNc1cc(Nc2ccc(-n3ccnc3)cc2)ncn1,0.3,7.8
CCCCc1nnc(-c2cc3ccccc3n2Cc2ccccn2)o1,x,-8.5
CN(C)c1cccc(Nc2ncc(C(=O)NCCc3ccc(O)cc3)s2)c1,15.2,-3.3
OCC1CCCN1c1cc(NCc2ccccc2)ncn1 (stereo unspecified),-14.8,-0.2
CN1CCN(c2ccc(-c3cc(C(=O)NCc4cccc(C(F)(F)F)c4)ccn3)cc2)CC1,-4.9,-5.5
CN1CCN(c2ccc(-c3cccc(C(=O)Nc4ccccc4)c3)cc2)CC1,9.0,-9.9
Nc1cc(-c2csc3ccccc23)nc(N)n1,-3.8,-9.6
Nc1cccc(-c2cc(NCc3nc4ccccc4[nH]3)ncn2)c1,-14.6,3.3
CC(C)N(CCNC(=O)c1ccc2nc(-c3ccccc3)sc2c1)C(C)C,3.3,-7.2
O=C(Nc1ccccc1)c1ccc2nc(Nc3ccc4ncccc4c3)sc2c1,-5.4,-22.6
O=C(Nc1ccccc1)c1cnc(N2CCN(Cc3ccc4c(c3)OCO4)CC2)s1,-1.9,-11.1
COc1cc2nc(-c3ccc(N4CCOCC4)nc3)nc(NCCN3CCOCC3)c2cc1OC,-8.3,-11.2
NCC(=O)N1CCCC(C(=O)Nc2ccc3[nH]ncc3c2)C1 (stereo unspecified),7.8,20.5
CN(C)CC(=O)Nc1cccc(CN(C(=O)c2nc3ccc(-c4cn[nH]c4)cc3s2)C2CC2)c1,-7.4,-8.7
N[C@@H](Cc1ccc(Br)cc1)C(=O)N1CCC(Nc2ccc3[nH]ncc3c2)CC1,-11.3,12.8
NC(=O)c1csc(N2CCC(N3CCOCC3)CC2)n1,-3.1,10.2
COc1cc(Nc2cc(Nc3ccccn3)nc(N)n2)cc(OC)c1OC,-16.5,-26.8
NC(=O)c1ccc(-c2nc(NCCc3ccc(O)cc3)c3ncn(-c4ccsc4)c3n2)cc1,-0.9,-38.8
Cc1[nH]ncc1-c1ccc(NC(=O)C2COc3ccccc3C2)cc1 (stereo unspecified),-2.3,-11.2
CCn1nnnc1-c1ccc(Nc2nccc(-c3cccc(N4CCOCC4)c3)n2)cc1,-3.1,-0.9
O=C(NCc1ccccc1)c1cccc(NCCN2CCOCC2)n1,1.6,-33.7
C=CCn1c(N/N=C/c2cc(Br)ccc2O)nc2c1c(=O)[nH]c(=O)n2C,x,10.2
c1cn(-c2ccc(Nc3nc(Nc4ccc(N5CCOCC5)cc4)c4[nH]cnc4n3)cc2)cn1,18.2,32.0
Fc1cc(-c2nc(Nc3ccc(Cn4cccn4)cc3)ncc2F)cc(N2CCOCC2)c1,3.4,-3.4
CC(C)n1cnc2c(NCCO)nc(Nc3cnccn3)nc21,6.6,31.8
O=C(c1cccc(Nc2nccc(-c3ccc4nc(C5CC5)[nH]c(=O)c4c3)n2)c1)N1CCCC1,-25.9,80.3*
COc1ccc(CCNc2ccnc(-c3cccs3)n2)cc1,6.4,3.6
CCN(CC)CCN1c2ccccc2Sc2ccccc21,x,-4.4
CCCNC(=O)c1ccnc(Nc2cccnc2)c1,-10.1,4.9

# Three of these compounds, reformatted:
> CCCCc1nnc(-c2cc3ccccc3n2Cc2ccccn2)o1
  ASK1 primary: x
  ULK1 primary: -8.5
> CN(C)c1cccc(Nc2ncc(C(=O)NCCc3ccc(O)cc3)s2)c1
  ASK1 primary: 15.2
  ULK1 primary: -3.3
> OCC1CCCN1c1cc(NCc2ccccc2)ncn1 (stereo unspecified)
  ASK1 primary: -14.8
  ULK1 primary: -0.2

# Continued:
SMILES,ASK1 primary,ULK1 primary
COc1ccc(-c2nc(Nc3ccccc3)c3ncn(Cc4ccc(C(F)(F)F)cc4)c3n2)cc1,-7.9,8.7
CC(=O)Nc1ccc(NC(=O)c2ccnc(Nc3ncccn3)c2)cc1,11.8,15.2
COc1ccc2c(c1)C[C@@H](C(=O)Nc1ccc(-c3cn[nH]c3)cc1C(N)=O)NC2,-9.4,-3.1
COc1ccc(CCNc2nc(-c3cccc(C(C)=O)c3)nc3c2ncn3Cc2ccc(C(F)(F)F)cc2)cc1,1.8,2.6

# Quoted at random: two compounds from above, in no set order.
SMILES,ASK1 primary,ULK1 primary
COc1ccc(-c2nc(Nc3ccccc3)c3ncn(Cc4ccc(C(F)(F)F)cc4)c3n2)cc1,-7.9,8.7
COc1ccc(CCNc2nc(-c3cccc(C(C)=O)c3)nc3c2ncn3Cc2ccc(C(F)(F)F)cc2)cc1,1.8,2.6

# From PubChem BioAssay
